Screening results (PubChem BioAssay)
GLP1R cytotox – cytotoxicity counter-screen for GLP-1 receptor inverse agonists | HEK293 cAMP-luciferase reporter cells, luminescence, 24 h | Potency, µM (top dose mostly 38.3 µM), inactives show top-dose activity change, negative = inhibition, usual class: inhibitors | actives 0.13% (n = 410,000) | AID 624418;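 note: loss of luciferase light is scored as toxicity; potency is the fitted concentration of half-maximal effect; % is set by controls: 0 for no effect and ±100 for the full control effect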
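Luminescence readout: signal drop marks cytotoxicity. Plated cells grew 12 h at 37 °C, 5% CO2, received 23 nL compound for 24 h, then got luciferase reagent, read after 12 min at RT.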
Abeta yeast res – restores growth of yeast expressing A-beta42 peptide; AID 1347071; Potency, µM (titrated, usually from 46.1 µM), for the others: top-dose growth rescue, hits mostly activators; yeast expressing A-beta42, growth rescue, OD600, 48 h; response scale: 0% DMSO, 100% iron-clioquinol control; actives 0.063% (n = 410,000); note: potency is the fitted concentration of half-maximal effect; nearly all actives have a fitted effect of over 55% in size
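Yeast A-beta toxicity model in growth medium with pinned compounds, 48 h at 30 C; growth read as absorbance at 600 nm. Normalized to FeCl3/clioquinol equimolar mix (positive) and DMSO (negative).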
MmCpn inh – inhibitors of Methanococcus maripaludis chaperonin (MmCpn); actives 0.031% (n = 330,000); purified Mm-Cpn ATPase, ADP Transcreener TR-FRET; Potency, µM (highest dose often 76.9 µM), for the others: top-dose activity, negative = inhibition, most hits filed as inhibitors; note: potency is the fitted concentration of half-maximal effect; % is set by controls: 0 for no effect and ±100 for the full control effect; nearly all actives have a fitted effect of over 80% in size
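Purified archaeal Mm-CPN (25nM final) preincubated 10 min at 37degC with compound, then 10uM ATP for 30 min at 37degC; ADP measured by HTRF Transcreener TR-FRET; buffer 30 mM TRIS pH 7.4, 100mM KCl, 5mM MgCl2, 1mM DTT.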
PTHR1 ag – activates the human parathyroid hormone receptor PTHR1; Q03431; HEK293 GP2 PTHR1 cells, GloSensor cAMP luminescence, 1 h; Potency, µM (top dose mostly 115 µM), for inactives: at the highest dose activation, hits mostly activators; actives 0.075% (n = 410,000); note: potency is the fitted concentration of half-maximal effect; nearly all actives have a fitted effect of over 55% in size; some results filed as inactive show a strong effect at the top dose; inactives centre near -15; many of its hits are not listed in these tables
Target sequence (Q03431 whole entry, looked up): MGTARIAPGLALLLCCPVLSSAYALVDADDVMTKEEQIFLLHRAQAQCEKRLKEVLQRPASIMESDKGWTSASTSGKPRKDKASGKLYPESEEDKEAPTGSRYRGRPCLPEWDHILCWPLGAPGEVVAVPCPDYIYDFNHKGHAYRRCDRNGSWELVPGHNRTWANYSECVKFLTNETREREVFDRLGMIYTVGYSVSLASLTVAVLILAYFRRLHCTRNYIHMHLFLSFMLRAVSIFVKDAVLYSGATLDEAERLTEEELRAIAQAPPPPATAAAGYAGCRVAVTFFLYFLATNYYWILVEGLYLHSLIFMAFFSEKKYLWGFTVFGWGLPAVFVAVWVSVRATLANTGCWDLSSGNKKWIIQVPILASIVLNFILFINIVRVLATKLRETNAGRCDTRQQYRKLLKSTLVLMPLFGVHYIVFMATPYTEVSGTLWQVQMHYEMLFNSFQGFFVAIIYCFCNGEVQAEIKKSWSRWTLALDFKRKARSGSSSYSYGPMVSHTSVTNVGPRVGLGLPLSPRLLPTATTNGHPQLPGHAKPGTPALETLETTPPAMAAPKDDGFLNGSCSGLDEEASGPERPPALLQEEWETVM
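HEK-293-derived GP2 cells expressing PTHR1 and a GloSensor cAMP reporter, 3,000/well, plated overnight, given luciferin plus IBMX (each 0.5 mM as added) for 1 h at 37 °C, then compound for 1 h at 37 °C. Luminescence was read after 15 min at room temperature.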
aSyn rescue – rescues yeast growth from alpha-synuclein toxicity | Yeast expressing alpha-synuclein, growth rescue, BacTiter-Glo, 24 h | Potency, µM (top dose mostly 46.1 µM), inactives show at the top dose growth rescue (activation), usual class: activators | actives 0.14% (n = 370,000) | AID 652106; note: potency is the fitted concentration of half-maximal effect; % of control where 0% means no effect; nearly all actives have a fitted effect of over 65% in size
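Rescue of yeast growth: cells expressing toxic alpha-synuclein, induced in galactose at OD600 0.02, incubated with compound 24 h at 30 C. ATP luminescence quantified growth; inhibitors of toxicity appear as activators.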
Akt phos inh – Akt phosphorylation inhibition; Neuro2A IGF-stimulated pAkt S473 HTRF, 20 min; stronger effect = lower value; AID 651550; activity change, % for hits at 50 µM; actives 0.32% (n = 360,000); in the data active = activity change below about -80%; inconclusive = mostly about -51% to -80%; note: % is set by controls: 0 for no effect and ±100 for the full control effect
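Single-point screen (50 µM final compound) in Neuro2A cells stimulated 20 min with 6 nM IGF at 37 deg C. After lysis, Ser473-phosphorylated Akt read by HTRF (ex 330 nm, em 615/665 nm) as the 665/615 ratio.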
GLP1R inv ag – inverse agonists of human GLP-1 receptor; actives 1.6% (n = 410,000); Potency, µM (top dose mostly 38.3 µM), for inactives: top-dose activity change, negative = inhibition, usual class: inhibitors; HEK293 GLP-1R CRE-luciferase, luminescence, 24 h; GLP-1R form is constitutively active; P43220; note: potency is the fitted concentration of half-maximal effect; % is set by controls: 0 for no effect and ±100 for the full control effect; nearly all actives have a fitted effect of over 55% in size
Target sequence (P43220 whole entry, looked up): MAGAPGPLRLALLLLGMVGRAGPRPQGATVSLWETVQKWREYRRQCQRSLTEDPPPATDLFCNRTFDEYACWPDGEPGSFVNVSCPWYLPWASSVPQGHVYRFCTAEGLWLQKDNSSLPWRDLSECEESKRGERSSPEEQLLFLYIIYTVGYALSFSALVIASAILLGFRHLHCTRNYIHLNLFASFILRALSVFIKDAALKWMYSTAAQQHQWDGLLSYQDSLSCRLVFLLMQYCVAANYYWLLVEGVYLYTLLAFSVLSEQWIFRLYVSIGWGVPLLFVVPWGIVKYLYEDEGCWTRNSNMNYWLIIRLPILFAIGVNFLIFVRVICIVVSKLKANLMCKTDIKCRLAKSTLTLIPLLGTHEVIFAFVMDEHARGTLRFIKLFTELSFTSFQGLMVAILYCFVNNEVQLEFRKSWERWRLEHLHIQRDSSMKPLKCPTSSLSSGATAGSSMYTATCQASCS
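Assay principle: reduced luminescence from a cAMP-responsive reporter in HEK293 cells co-expressing a constitutively active GLP-1R. Conditions: 24 hr compound incubation, 37 deg C, 5% CO2.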
FUS suppressor – rescues growth of FUS-expressing yeast; Potency, µM (highest dose often 76.6 µM), for inactives: top-dose growth rescue (activation), most hits filed as activators; actives 0.24% (n = 390,000); S. cerevisiae FUS-expressing, growth rescue, OD600, 24 h; AID 1347120;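 note: potency is the fitted concentration of half-maximal effect; plate controls were DMSO vehicle for no effect and reference control for full effect; nearly all actives have a fitted effect of over 55% in size; some results filed as inactive show a strong effect at the top dose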
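Quantitative HTS measuring growth restoration of FUS-toxic yeast. Galactose-induced cells (OD 0.005) were exposed 24hr at 30C to compounds at several concentrations, then absorbance at 600 nm was recorded.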
TDP43 rescue – rescues yeast growth from TDP-43 toxicity; TDP-43 expressing yeast growth rescue, BacTiter-Glo, 24 h; actives 1.8% (n = 410,000); AID 652104; Potency, µM (series often up to 46.1 µM), without a hit: top-dose growth rescue (activation), actives largely listed as activators; note: potency is the fitted concentration of half-maximal effect; % of control where 0% means no effect; nearly all actives have a fitted effect of over 50% in size
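Yeast cells expressing TDP-43 under galactose induction are exposed to compounds for 24 hr at 30 deg C. BacTiter-Glo luminescence measures growth, so protective compounds score as activators.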
* = called active by the depositor; i = inactive; ? = inconclusive; · = not tested or not shown; & = joins results of further samples; [ ] = dose if it differs, or a comment. Unless noted, calls come from the whole dose curve; as a rule, active = well fitted curve in the direction sought with a large enough effect; inconclusive = small, poorly fitted or top-dose-only effect, or another doubt; inactive = no such curve, though single readings can be large; an effect the other way counts as inactive or inconclusive.

Fields: PTHR1 ag | GLP1R cytotox | FUS suppressor | Akt phos inh | GLP1R inv ag | MmCpn inh | Abeta yeast res | TDP43 rescue | aSyn rescue
NC(=O)NC(CCC(=O)O)C(=O)O (stereo unspecified)
  -0.8% | -6.2% | -14.3% | i | 0.5% | · | 0.0% | 4.3% | -8.8%
CN(C)C/C=C(/c1ccc(Br)cc1)c1cccnc1
  -24.0% | -6.4% | -18.3% | i | ? | · | 3.0% | 9.9% | 2.2%&-0.7%
O=c1cc[nH]c(=O)[nH]1
  i | 3.2% | -25.8% | i | 7.5% | -4.6% | 2.4% | ? | -11.1%
CC(=O)[C@H]1CC[C@H]2[C@@H]3C[C@H](C)C4=CC(=O)CC[C@]4(C)[C@H]3[C@@H](O)C[C@]12C
  i | 0.1% | -21.6% | i | -14.0% | 1.9% | -18.7% | 17.3% | -5.3%
CC1=NN(c2ccccc2)C(=O)C1
  i | 0.3% | -19.0% | i | -3.0% | -4.4% | -9.2% | 17.1% | -4.6%
N=C(N=C(N)N)N1CCOCC1
  -1.3% | 11.2% | -39.8% | i | 15.2% | -1.3% | -13.3% | ? | 3.6%
CC1(C)OC2CC3C4CC(F)C5=CC(=O)C=CC5(C)C4(F)C(O)CC3(C)C2(C(=O)CO)O1 (stereo unspecified)
  i | -4.0% | 2.4% | i | -32.7% | 0.5% | -3.9% | -9.9% | 1.0%
CCCOc1ccccc1-c1nc2n[nH]nc2c(=O)[nH]1
  4.1% | -0.8% | -37.6% | i | -15.8% | · | -21.1% | 2.3% | 10.7%&-5.6%
O=C1NCC2(CCN(CCc3ccccc3)CC2)O1
  i | 0.7% | -20.9% | i | 18.5% | -0.3% | -0.8% | ? | -18.1%&2.2%
C/C=C/C=N\NC(=O)c1ccncc1
  -0.1% | 2.9% | -34.9% | i | 25.8% | 1.1% | -1.8% | ? | 1.3%
CC(=O)N1C[C@H](O)C[C@H]1C(=O)O
  -20.1% | 1.9% | -47.8% | i | -7.9% | 0.6% | 0.0% | 23.5% | -5.9%
Cc1coc2c1C(=O)C(=O)c1c-2ccc2c1CCCC2(C)C
  -65.2%[inhibitor] | -8.7% | -15.3% | i | -21.8% | · | -0.2% | -20.2% | -8.8%
c1ccc2c(CC3=NCCN3)cccc2c1
  -25.0% | -2.5% | -39.4% | i | -0.3% | 3.5% | 0.2% | 20.8% | 5.3%
Cc1oc(-c2cccc(Cl)c2)nc1Cn1c(SCc2ccccc2F)nc2ccncc21
  -29.5% | 2.3% | -6.4% | · | 15.8% | · | -21.6% | 7.1% | ·
CNC(=O)c1ccc(CSc2nc3ccncc3n2Cc2ccc(C)cc2)cc1
  -29.5% | 0.0% | 9.7% | · | -1.7% | · | 2.4% | 8.2% | ·
COc1c(O)cc2c(c1O)C1OC(CO)C(O)C(O)C1OC2=O (stereo unspecified)
  i | 0.1% | -37.2% | i | 1.3% | -1.4% | -12.3% | 10.6% | 2.9%
CCCCCCCCO
  -30.3%[inhibitor] | -0.7% | -33.6% | i | 7.6% | -3.9% | 1.4% | 0.0% | -0.5%
CCOC(=O)C1(CCOc2ccccc2)CCN(Cc2ccc(O)c(Cl)c2)CC1
  -43.5%[inhibitor] | -6.0% | -0.5% | i | ? | -2.2% | -3.3% | 6.4% | 8.3%
Nc1ccc(C(=O)Nc2ccccc2N)cc1
  -1.6% | 12.6% | -4.0% | i | 29.0% | -6.7% | -9.9% | -5.5% | -7.7%
COc1ccccc1OCC(O)COC(N)=O (stereo unspecified)
  i | -4.5% | -38.8% | i | 7.4% | 2.6%[15.4 µM] | -4.2% | ? | 1.4%
COc1ccc(C(=O)Nc2nc3ccccc3n2CCOc2ccc(Cl)cc2)cc1
  i | 1.6% | 7.6% | · | 2.1% | · | 4.5% | ? | ·
CCCCC1CCC(CCCC(C)CCC(=O)O)CC1 (stereo unspecified)
  i | 1.7% | -1.0% | · | 15.8% | · | 10.5% | ? | ·
O=C(O)COC(=O)Cc1ccccc1Nc1c(Cl)cccc1Cl
  -15.1% | -5.0% | -17.1% | i | -3.1% | 1.9% | -20.1% | 22.4% | 0.4%
C[C@H]1c2cccc(O)c2C(=O)C2C(=O)C3(O)C(=O)C(C(N)=O)C(=O)[C@@H](N(C)C)[C@@H]3[C@@H](O)[C@@H]21 (stereo partly specified)
  -40.2% | 0.2% | -1.4% | i | -7.1% | -2.2% | -16.7% | 8.8% | -2.8%
O=C1N(c2ccccc2)c2ccccc2C1(Cc1ccncc1)Cc1ccncc1
  -31.6%[inhibitor] | 4.8% | -2.7% | i | 3.9% | -1.1% | 3.9% | 6.4% | -3.1%&0.6%
CCOc1ccc(S(=O)(=O)N2CCCCCC2)c2ccccc12
  -12.3%[57.5 µM] | 13.9% | ? | i | 0.0% | -2.7% | -21.2% | -17.9% | -13.7%
Cc1nc2c3ccccc3nc(NNC(=O)CCC(=O)N3CCN(c4ccccc4)CC3)n2n1
  i | 3.3%&-7.3% | -4.8%&18.5% | i | 7.2%&-7.6% | 1.3% | -3.3%&-1.4% | 13.4%&6.5% | 4.3%
COc1ccc(NC(=O)Cn2ccn(-c3ccc(C)c(C)c3)c(=O)c2=O)cc1Cl
  i | 0.4% | -7.2% | · | -0.9% | · | 14.3% | 14.6% | ·
CC(C)(CO)[C@@H](O)C(=O)NCCC(=O)O
  i | -6.2% | -25.0% | i | -1.5% | -0.1% | 6.6% | ? | -0.5%
Cc1cc(C)nc(/N=C(\N)Nc2ccc(S(N)(=O)=O)cc2)n1
  i | -6.3% | 2.9% | i | 0.1% | 3.2% | -0.9% | -6.5% | 1.4%
COc1cc2nc(N3CCN(C(=O)C4COc5ccccc5O4)CC3)nc(N)c2cc1OC (stereo unspecified)
  -0.3% | 0.4% | -14.0% | i | -20.6% | -3.9%[15.4 µM] | -9.9% | 0.0% | ?
Cc1nn(CC(=O)NCCc2ccccc2)c(=O)c2c1sc1ccccc12
  -4.0% | 3.5% | -26.9% | · | -20.8% | · | -3.0% | 1.4% | ·
CC(C)=CC(=O)O[C@@H]1Cc2cc3ccc(=O)oc3cc2OC1(C)C
  -2.2% | -25.1% | 8.8% | i | -10.6% | -0.2% | -10.6% | 14.1µM* | 8.2%
NS(=O)(=O)c1cc2c(cc1C(F)(F)F)NC(Cc1ccccc1)NS2(=O)=O (stereo unspecified)
  -11.5% | -14.6% | -27.3% | i | -1.9% | -2.7%[15.4 µM] | -9.7% | ? | 0.4%
CCC[C@H](N[C@@H](C)C(=O)N1[C@H](C(=O)O)C[C@@H]2CCCC[C@@H]21)C(=O)OCC
  -16.8% | 7.2% | -32.1%[inhibitor] | i | 11.6% | 0.1% | 11.1% | 27.9% | 0.8%
CN1CCC(=C2c3ccccc3CCc3sccc32)CC1
  i | -13.0% | -13.3% | i | ? | 0.7%&2.7% | 9.0% | 0.4% | 4.6%
COc1ccc(CN(CCN(C)C)c2ccccn2)cc1
  -23.4%&-3.2%&-14.0% | 12.3%&5.0%&6.2% | -29.2%&-34.6%&-26.6% | i | 5.7%&1.9%&-4.3% | 0.9%[15.4 µM] | -18.8%&-6.5%&-13.4% | -5.1%&14.7%&12.7% | -8.0%&-0.2%&0.5%&-2.2%
CC(=O)O[C@]1(C(C)=O)CC[C@H]2[C@@H]3C=C(Cl)C4=CC(=O)[C@@H]5C[C@@H]5[C@]4(C)[C@H]3CC[C@@]21C
  -30.7%&-63.9%[inhibitor] | -0.8%&-4.2% | 18.3%&27.3% | i | -10.3%&-13.1% | -0.6% | -23.5%&-19.3% | 22.8%&0.0% | 9.4%&11.4%&1.6%
CC(C)Cn1cnc2c1c(=O)n(C)c(=O)n2C
  i | 4.8% | -36.3% | i | 12.8% | 0.0% | 3.1% | 22.2% | 5.3%
C=C1c2cccc(O)c2C(=O)C2C(=O)[C@]3(O)C(=O)C(C(N)=O)C(=O)[C@@H](N(C)C)[C@@H]3[C@@H](O)[C@H]12 (stereo partly specified)
  -33.3%[inhibitor] | -8.6% | -5.7% | i | -13.5% | ? | -14.5% | 11.3% | -7.4%
O=C(O)[C@@H]1[C@H]2C[C@H]3c4[nH]c5ccccc5c4CCN3C[C@@H]2CC[C@@H]1O
  i | 5.4% | 1.6% | i | 10.4% | -0.8% | -29.2% | ? | 5.1%
Cc1nc2c3ccccc3nc(NNC(=O)CCC(=O)N3CCN(c4cc(Cl)ccc4C)CC3)n2n1
  -0.3% | 1.1% | ? | · | -25.1% | · | 24.7% | 12.2% | ·
CCCn1ncc(CN2CCCC(C(=O)c3cccc(OC(C)C)c3)C2)c1C (stereo unspecified)
  i | -4.6% | -11.4% | i | ? | -5.2% | -3.1% | 20.6% | -2.8%
COc1cncc(C#Cc2ccccn2)c1
  i | 5.0% | -12.1% | i | -0.4% | · | -15.7% | 11.0% | -2.2%
CC1(C)O[C@H]2CC(=O)OCC23[C@H]2CC[C@@]4(C)[C@H](c5ccoc5)OC(=O)[C@H]5O[C@]54[C@]2(C)C(=O)C[C@@H]13 (stereo partly specified)
  -20.7% | -2.7% | -26.4% | i | 13.8% | 1.1% | -1.9% | -1.1% | -0.9%
COc1nc(C)nc(Cl)c1NC1=NCCN1
  7.4%&-2.9% | 7.0%&-1.9% | -28.1%&-40.6% | i | -2.0%&11.5% | -1.5% | -16.5%&18.1% | 12.0%&12.5% | 3.2%&-6.0%&0.4%
CN(C)CCCN1c2ccccc2Sc2ccccc21
  -18.7% | -15.1% | -19.1% | i | ? | -1.7% | 21.1% | 24.3% | ?

The list is partial. The share of hits here may be higher or lower than overall.
